# Assay outcomes deposited in PubChem BioAssay by several laboratories.
# NPR2 activator: GC-B (human) receptor activation | actives 0.11% (n = 370,000) | activation, % at 10 µM | HEK293-GC-B cells, CNP EC30, cGMP TR-FRET; 0% at EC30 CNP, 100% saturating CNP | P20594;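 active = activation at 10 µM reaching about 35% in either raw or pattern-adjusted values, limit read from the data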
# GC-A act: GC-A (human) enzyme activation. P16066. HEK293 GC-A cells, cGMP TR-FRET, EC30 ANP; 0% at EC30 ANP, 100% saturating ANP. activation, % at 10 µM. actives 0.14% (n = 370,000); in the data active = activation above about 40%
# Target sequence (P16066 whole entry, looked up): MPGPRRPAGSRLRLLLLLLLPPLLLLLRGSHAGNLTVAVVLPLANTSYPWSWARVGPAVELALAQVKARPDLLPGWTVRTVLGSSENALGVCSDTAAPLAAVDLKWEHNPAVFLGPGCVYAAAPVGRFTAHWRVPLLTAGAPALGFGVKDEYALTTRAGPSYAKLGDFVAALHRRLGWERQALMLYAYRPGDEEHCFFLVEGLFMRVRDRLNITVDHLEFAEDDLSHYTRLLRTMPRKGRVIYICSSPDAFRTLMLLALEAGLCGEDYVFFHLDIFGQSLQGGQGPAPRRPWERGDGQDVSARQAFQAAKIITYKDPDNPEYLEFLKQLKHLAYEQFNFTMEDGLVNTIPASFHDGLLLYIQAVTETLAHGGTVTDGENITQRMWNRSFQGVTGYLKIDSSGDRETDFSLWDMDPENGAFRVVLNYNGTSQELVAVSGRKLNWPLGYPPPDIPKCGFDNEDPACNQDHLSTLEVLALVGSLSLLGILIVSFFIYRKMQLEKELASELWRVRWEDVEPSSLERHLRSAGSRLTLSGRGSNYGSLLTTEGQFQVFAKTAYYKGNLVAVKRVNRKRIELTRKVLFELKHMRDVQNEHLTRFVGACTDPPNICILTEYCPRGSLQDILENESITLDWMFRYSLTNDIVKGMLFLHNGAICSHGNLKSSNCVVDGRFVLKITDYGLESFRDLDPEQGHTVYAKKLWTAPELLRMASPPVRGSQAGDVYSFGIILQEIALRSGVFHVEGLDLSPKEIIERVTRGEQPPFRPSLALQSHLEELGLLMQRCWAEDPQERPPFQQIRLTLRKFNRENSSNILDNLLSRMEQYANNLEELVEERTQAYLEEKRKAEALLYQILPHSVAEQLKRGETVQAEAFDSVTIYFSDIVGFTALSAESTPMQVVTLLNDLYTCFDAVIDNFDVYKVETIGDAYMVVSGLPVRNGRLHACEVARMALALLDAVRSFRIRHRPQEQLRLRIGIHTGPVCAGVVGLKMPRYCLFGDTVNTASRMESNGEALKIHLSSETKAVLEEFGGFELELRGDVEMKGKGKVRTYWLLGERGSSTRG
# SMARCA2 activ: activators of SMARCA2 function | MG213 cells, MMTV-luciferase reporter, dexamethasone, overnight | activation, % at 9.1 µM | actives 1% (n = 370,000) | AID 652017; in the data active = activation above about 7.8%;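 note: 0% = vehicle wells and 100% = reference activator wells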
# sPLA2-III inh: Blocks human group III sPLA2 activity | Q9NZ20 | QFRET BODIPY PC-A2 liposome hydrolysis, fluorescence | inhibition, % at 12.2 µM | actives 0.56% (n = 370,000);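 active = inhibition above mean plus 3 SD of compounds lying within the high and low control bounds, cut at about 19% in these data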;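 note: 0% = median of test compound wells and 100% = no enzyme DMSO wells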
# DAX1 inh-1: blocks DAX1 repression of SF-1 activated StAR promoter; HEK293T StAR-luciferase reporter, SF-1/DAX-1 repression relief; inhibition, % at 6.8 µM; actives 1.1% (n = 370,000); AID 652010;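 active = inhibition above the mean over all tested compounds plus 3 SD, cut at about 3.6% in these data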;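 note: 0% = DAX-1 cells with DMSO and 100% = cells lacking DAX-1 with DMSO; higher inhibition means more luminescence from relief of DAX-1 repression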
# hgDAF-12 ag: agonists of H. glycines DAF-12 nuclear receptor | HEK293 GAL4-hgDAF12 UAS-luciferase reporter, agonist luminescence; normalized to butyrate control | activation, % at 6.8 µM | actives 1.8% (n = 370,000) | AID 687014;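 active = activation above a cutoff set at the mean of all screened compounds plus 3 SD, cut at about 10% in these data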;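 note: 0% = DMSO wells and 100% = sodium butyrate wells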
# FXN GAA850 act: activators of GAA850 frataxin (FXN) promoter; activation, % at 6 µM; AID 540364; HEK293 lucGAA850 FXN promoter luciferase reporter, 24 h; percent of 10 µM SAHA response; actives 0.56% (n = 360,000);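 active = activation above the average of all compounds screened plus 3 SD, cutoff fixed separately per campaign, cut at about 7.5% in these data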;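 note: 0% = DMSO wells and 100% = 10 µM SAHA wells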
# hcDAF-12 act: H. contortus DAF-12 activation, primary screen; HEK293 hcDAF-12 lit1-tk-luc reporter, luminescence; 0% DMSO, 100% Δ7-dafachronic acid; activation, % at 6.8 µM; actives 1.4% (n = 370,000); AID 652067;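 active = activation above the mean of all tested compounds plus 3 SD, cut at about 5.5% in these data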;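 note: 100% = response to 3 µM Δ7-dafachronic acid high control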
# DAX1 inh-2: inhibits human nuclear receptor DAX1; P51843; HEK293 Gal4-DAX1 luciferase reporter, luminescence; inhibition, % at 6.75 µM; actives 0.99% (n = 340,000); AID 504766;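 active = inhibition above the mean over all tested compounds plus 3 SD, cut at about 4.2% in these data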;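 note: 0% = DAX1-transfected cells with DMSO and 100% = empty-vector control cells with DMSO; inhibition shows as a rise in luminescence from relieved DAX1 repression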
# ssDAF12 agonist: S. stercoralis DAF-12 activation, primary screen | HEK293 ssDAF-12/GRIP1 lit1-tk-luc reporter, luminescence; % of 3 µM dafachronic acid response | activation, % at 6.8 µM | actives 1% (n = 370,000) | AID 652126;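 active = activation above the mean over all tested compounds plus 3 SD, cut at about 0.9% in these data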;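 note: 0% = DMSO-only wells and 100% = 3 µM delta7-dafachronic acid wells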
# proKLK7 act: proKLK7 (human) activation, primary screen; P49862; purified proKLK7, EDANS-DABCYL substrate fluorescence; 100% is mature enzyme control, 0% vehicle; activation, % at 7 µM; actives 0.9% (n = 370,000);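 active = activation above the mean of all tested compounds plus 3 SD, computed per campaign excluding outliers beyond control limits, cut at about 13% in these data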
# An asterisk follows results filed as active; · = not tested or not shown.
SMILES,NPR2 activator,GC-A act,SMARCA2 activ,sPLA2-III inh,DAX1 inh-1,hgDAF-12 ag,FXN GAA850 act,hcDAF-12 act,DAX1 inh-2,ssDAF12 agonist,proKLK7 act
COc1ccc(CCNC(=O)CN2C(=O)COc3ccc(S(=O)(=O)N4CCCC4)cc32)cc1OC,1,-3,0,5,0.2,3.1,0.5,-1.9,-0.5,-0.9,0.1
O=C(NCc1ccccc1)NC1(C(=O)N2CCN(c3ccccc3)CC2)CCCCC1,3,-4,0,1,-0.2,1.1,-0.6,-1.9,-0.1,-0.5,-0.1
CCCCNC(=S)NNC(=O)c1ccc(Br)o1,5,-1,4,30*,0.7,-0.3,2.1,-0.4,0.7,-1.2,-0.2
CCOC(=O)C(=CNc1ccccc1C)C(=O)OCC,0,3,-2,1,-0.9,-2.1,-0.5,-1.8,-0.9,-2.2,-0.3
CCOC(=O)c1ccccc1NC(=O)C1COc2ccccc2O1 (configuration not stated),-17,-13,3,0,-0.6,5.1,2.3,-1.1,0.7,-0.9,0.2
CC(C)CCN(C(=O)CCCSc1nc2ccccc2[nH]1)c1c(N)n(Cc2ccccc2)c(=O)[nH]c1=O,2,4,0,-10,0.5,-1.2,2.7,-1.2,-0.4,-1.1,0.0
CC(C)CC(=O)Nc1ccnc(-c2ccncc2)n1,2,-3,-4,7,-0.2,-0.6,0.9,1.3,0.4,-1.5,0.7
O=C(CSc1nnc2c(n1)[nH]c1ccccc12)OCc1ccccc1,3,0,0,2,0.2,0.8,1.7,-2.0,0.2,-0.5,0.0
COc1ccc(OCC(=O)O/N=C(\N)Cc2cccs2)cc1,-1,3,4,2,1.1,5.3,2.7,-0.7,1.0,-0.7,-0.3
COc1ccc(NC(=O)Cc2ccc(Cl)cc2)cc1NC(=O)c1ccco1,-5,3,-3,-24,-1.2,2.5,-0.8,-1.9,-0.8,-1.5,-0.3
COc1ccccc1-c1cc(C(=O)N2CCN(c3ccccc3)CC2)no1,1,-2,-3,6,0.2,0.0,-1.2,-0.8,-0.1,-0.4,1.2
COc1ccc(N2CCN(C(C)=C3C(=O)c4ccccc4C3=O)CC2)cc1,1,-4,1,3,0.1,-0.5,3.9,2.2,-0.8,-1.1,-0.5
Oc1ccc(-c2csc(Nc3ncccn3)n2)cc1O,-11,-35,0,7,3.5,9.8,16*,5.5,0.2,-0.1,-0.5
O=S(=O)(NCC1COc2ccccc2O1)c1ccccc1F (configuration not stated),5,0,-2,-4,-0.1,1.7,0.8,1.9,0.1,-0.6,-0.1
CN1CCN(C(=O)C2=C[C@@H](c3ccc(Br)cc3)C[C@@H](OCc3ccc(CO)cc3)O2)CC1,-5,-1,-1,-4,0.0,-0.5,-1.5,-0.7,1.5,-1.6,0.5
Cc1ccc(Cn2c(O)c(N=NC(=S)Nc3ccccc3F)c3cc(S(=O)(=O)N4CCOCC4)ccc32)cc1,-1,0,-5,10,-1.7,-0.6,-0.4,-0.7,-1.0,-1.1,-0.4
Cn1c(N)c(C(=O)COC(=O)COc2cccc(Br)c2)c(=O)n(C)c1=O,2,8,-1,1,1.9,-1.7,0.0,-0.1,0.1,-0.8,-0.3
CCN(C(=O)COC(=O)c1cc2ccccc2cc1O)C1CCS(=O)(=O)C1 (configuration not stated),-5,-3,0,-7,-0.9,-1.7,-0.9,-1.5,0.1,-1.2,9.2
CCCCOc1ccc(-c2nc(-c3cccnc3)no2)cc1,-11,-5,7,-8,0.8,5.7,5.3,0.1,1.4,-1.0,-0.4
CSc1nc(C=Nc2ccccc2Cl)c(O)n1Cc1cccc(Cl)c1,1,-2,-4,-4,-0.5,-3.0,0.3,0.9,1.2,-1.0,0.2
O=S(=O)(Cc1nnnn1-c1ccccc1)c1ccc(Cl)cc1,-2,5,-5,-27,-1.0,1.2,-0.8,-1.0,-0.7,-1.3,0.3
O=C(C1CCOCC1)N1CCCC(N2CCN(c3ccc(F)cc3)CC2)C1 (configuration not stated),-1,2,-2,2,-0.4,1.1,1.0,-0.9,1.0,-1.0,0.7
CCOc1ccc(C(=O)NCCN2CCOCC2)cc1,4,3,-2,4,-0.7,-1.3,0.7,-2.0,-0.4,-1.7,0.1
Cc1ccc(CNCCCn2cnc(C(=O)Nc3ccc(C)c(C)c3)n2)o1,-4,-2,-1,0,2.1,3.1,-1.0,1.1,0.0,-0.3,0.1
CCC(=O)N1Cc2cc(C(=O)NCC(F)(F)F)nc(-c3cccc(-c4cncnc4)c3)c2[C@@H]1CCO,7,0,3,8,2.0,-1.5,·,-2.1,·,-1.2,-0.1
O=C(NCCNCCO)C1(C(F)(F)F)C/C(=C\CCO)CCCO1 (configuration not stated),7,3,2,-1,0.3,1.2,0.8,-0.8,1.4,-1.4,0.5
O=C(Cn1c(=S)[nH]c2ccccc21)c1ccccc1,6,2,1,8,0.3,0.1,2.7,-0.8,0.0,-1.2,0.4
COc1ccc(C(=O)NCc2cccnc2)cc1S(=O)(=O)N1CCOCC1,6,2,-2,-3,0.0,-0.9,1.8,-1.9,0.5,-1.0,0.5
COc1ccc(OC)c(NC(=O)C2CC(=O)N(Cc3ccco3)C2)c1 (configuration not stated),2,2,-4,16,0.7,1.7,1.7,-0.5,1.8,-0.8,-0.7
COCC(=O)N1CCC(Oc2ccc(C(=O)N3CCSCC3)cc2)CC1,-5,4,0,7,-0.6,2.5,2.7,1.1,0.1,-1.2,0.7
Cc1ccc(CNC(=O)CCNC(=O)Cn2ccc3ccccc3c2=O)cc1,5,1,0,3,-0.2,-0.7,2.1,-1.2,-0.2,-1.2,-0.4
C/C(CC(=O)Nc1cccnc1)=N\NC(=O)C(=O)NC(C)C,-1,2,1,-1,-0.5,1.2,-0.5,-1.3,4.1,-0.7,0.5
N#CCc1nc(-c2cc3ccccc3oc2=O)cs1,-5,-4,2,-23,-0.1,5.9,1.2,-1.4,3.2,-1.0,-3.8
Cc1ccc(N2C(=O)c3oc4ccccc4c(=O)c3C2c2cccc(O)c2)nc1 (configuration not stated),2,-1,0,-18,-0.8,-1.9,-0.5,0.0,-0.1,-1.1,0.6
O=C(O)c1c[nH]c2ccc(S(=O)(=O)N3CCN(c4ccc(F)cc4)CC3)cc2c1=O,3,3,-3,1,1.1,0.4,0.2,-0.3,2.4,-0.6,-1.1
O=c1[nH]c2ccc(Br)cc2c(-c2ccccc2)c1N1CCOCC1,-14,-10,-1,-4,0.1,0.7,0.7,-3.7,0.1,-1.1,0.2
CC(C)(C)c1ccc(S(=O)(=O)NCC2CCCO2)cc1 (configuration not stated),2,3,-4,11,-0.1,-0.9,-0.4,-1.9,-1.8,-1.5,0.0
c1cncc(-c2nnc(SCc3nc4ccccc4[nH]3)o2)c1,7,3,-5,4,-1.3,-9.5,-3.0,-2.4,-1.9,-1.7,-0.1
Cc1ccc(OCCCNC2CCCC2)cc1,-4,-1,0,5,-0.1,-0.2,2.7,-0.5,-0.1,-0.8,-0.1
CC(C)C(=O)Nc1nnc(CCN2CCCCC2)s1,0,0,4,6,0.4,-0.1,-1.9,0.3,-0.3,-1.5,-0.4

# Part of the list above, as labelled records.
Structure: O=S(=O)(Cc1nnnn1-c1ccccc1)c1ccc(Cl)cc1
  NPR2 activator: -2 | GC-A act: 5 | SMARCA2 activ: -5 | sPLA2-III inh: -27 | DAX1 inh-1: -1.0 | hgDAF-12 ag: 1.2 | FXN GAA850 act: -0.8 | hcDAF-12 act: -1.0 | DAX1 inh-2: -0.7 | ssDAF12 agonist: -1.3 | proKLK7 act: 0.3
Structure: O=C(C1CCOCC1)N1CCCC(N2CCN(c3ccc(F)cc3)CC2)C1 (configuration not stated)
  NPR2 activator: -1 | GC-A act: 2 | SMARCA2 activ: -2 | sPLA2-III inh: 2 | DAX1 inh-1: -0.4 | hgDAF-12 ag: 1.1 | FXN GAA850 act: 1.0 | hcDAF-12 act: -0.9 | DAX1 inh-2: 1.0 | ssDAF12 agonist: -1.0 | proKLK7 act: 0.7
Structure: CCOc1ccc(C(=O)NCCN2CCOCC2)cc1
  NPR2 activator: 4 | GC-A act: 3 | SMARCA2 activ: -2 | sPLA2-III inh: 4 | DAX1 inh-1: -0.7 | hgDAF-12 ag: -1.3 | FXN GAA850 act: 0.7 | hcDAF-12 act: -2.0 | DAX1 inh-2: -0.4 | ssDAF12 agonist: -1.7 | proKLK7 act: 0.1

# (listing goes on)
SMILES,NPR2 activator,GC-A act,SMARCA2 activ,sPLA2-III inh,DAX1 inh-1,hgDAF-12 ag,FXN GAA850 act,hcDAF-12 act,DAX1 inh-2,ssDAF12 agonist,proKLK7 act
Cc1c(NC(C)C)c(=O)n(-c2ccccc2)n1C,-1,1,-3,0,1.1,0.6,-2.2,-1.2,-0.5,-1.0,-0.1
CCCC1(c2ccccc2)NC(=O)N(CC(=O)c2[nH]c(C)c(C(=O)OCC)c2C)C1=O (configuration not stated),0,10,0,-31,-1.7,-3.1,4.1,-1.0,-0.3,-1.7,0.0
CCC(c1nc2ccccc2[nH]1)N(CCCn1ccnc1)C(=O)c1ccc(C(F)(F)F)cc1 (configuration not stated),1,-3,0,-12,0.7,0.8,·,-0.8,·,-1.8,0.4
ClCC1CSC(=NC23CC4CC(CC(C4)C2)C3)O1 (configuration not stated),-2,-1,0,1,0.2,0.2,3.9,0.7,0.1,-2.4,0.3
CC(C)(C)C(c1nc2ccccc2[nH]1)n1c(Cc2csc3ccccc23)nc2ccccc21 (configuration not stated),-24,-24,5,-17,0.8,6.7,·,6.1*,·,0.1,0.5
CCCC1=C(C(=O)OCC)C(c2ccc(OC)c(C)c2OC)C(C#N)=C(N)O1 (configuration not stated),-4,-8,4,-34,-0.2,-0.2,-0.2,-1.4,2.2,-0.6,0.1
O=C(/C=C/c1c[nH]c2ccccc12)c1ccccc1,-7,2,5,-33,0.9,16*,5.5,5.2,2.1,0.5,0.1
CS(=O)(=O)Nc1ccc(C(=O)Nc2ccc3ccccc3c2)cc1,0,1,8.4*,-17,1.8,11*,3.0,3.9,1.9,1.3*,13*
CCCNC(=O)C1(C)CCN(C(=O)Cc2ccc3ccccc3c2)C1 (configuration not stated),2,-1,-1,-1,-1.1,4.6,0.1,-0.9,·,0.3,0.5
CCOc1ccc(C(C(=O)NC2CCCCC2)N(C(=O)c2ccccn2)c2cccnc2)cc1 (configuration not stated),4,-1,4,3,-0.3,-0.1,3.0,-1.7,-0.9,-1.2,-0.3
COc1ccc(-c2cc3ccccc3c(=O)o2)cc1,-14,-16,4,1,7.7*,25*,·,12*,·,2.2*,21*
COc1ccc(N2C(=O)CC(NNc3ncc(Cl)cc3Cl)C2=O)cc1 (configuration not stated),-4,2,0,-14,0.3,-0.8,-1.8,1.0,-0.7,-1.1,-0.5
COc1ccc(C2C3=C(CCCC3=O)N(CC(=O)O)C3=C2C(=O)CCC3)cc1,7,2,3,-2,0.5,1.1,-0.1,0.2,-0.4,-0.8,10
COC(=O)c1ccccc1NC(=O)Cn1cc(Br)cn1,-9,1,0,-1,0.5,2.5,0.6,-2.4,-1.2,-1.4,0.1
Oc1ccc(C=NCCc2ccccc2)cc1,-4,-4,-2,3,0.4,-0.8,-1.3,0.9,0.0,-1.4,-0.3
O=C1NC(=O)/C(=C\c2ccc(Cl)cc2Cl)N1,2,3,-1,-6,-0.6,-4.2,1.6,0.8,-0.9,-1.1,0.7

# Not a hit list; overall some 6.7% were active at least once.
